BCR signal inh = inhibitors of chronic active B-cell receptor signaling. 0.05% of 340,000 active. ABC-DLBCL IkBa-CBG/CBR reporter, luminescence ratio, 4 h. Potency, µM (highest dose often 46.1 µM), for inactives: at the highest dose ratio change, negative = lower green/red ratio, most hits filed as inhibitors; active means well fitted inhibition curve with a large enough effect in the signal ratio, with a control signal flat, not every such curve was filed as active; inconclusive means small, poorly fitted or top-dose-only effect, or effect the other way, or a change in a side signal; the % refers to the signal ratio;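 further: potency means the concentration at half of the fitted maximal effect; plate controls were basal doxycycline-induced cells for no effect and cells given 10 µM MG132 for full effect; MG132 reads +100%, hits lower the ratio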
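Compounds up to 46 uM were incubated four hours with TMD8 cells whose green CBG68 luciferase is fused to IkappaBalpha; red CBR luminescence normalised the signal, and concentration-effect curves were fitted to fusion, red and ratio data.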
hERG WT inh = inhibitors of human wildtype KCNH2 potassium channel. U2OS, BacMam KCNH2, thallium flux FluxOr; hits give low values. activity change, % at 1.84 µM. 0.37% of 340,000 active. AID 720551;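 active means maximum activity change below -70%; inconclusive means maximum activity change between -70% and -50%; inactive means maximum activity change above -50%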; further: on the % scale 0 is the no-effect control and ±100 the full control effect
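U2OS cells transduced with wild-type KCNH2 virus are loaded with FluxOr dye for 45 min, and thallium flux is measured in kinetic reads before and after stimulation buffer. Rate constants are normalized to DMSO controls.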
ASM inhibitor = human S-ASM enzyme inhibition; placental ASM, HMU-PC fluorogenic substrate, 60 min; Potency, µM (series often up to 57.5 µM), without a hit: at the highest dose activity change, negative = inhibition, usual class: inhibitors; 0.006% of 340,000 active; further: potency means the concentration at half of the fitted maximal effect
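Fluorescence read-out (Ex 386 nm, Em 447 nm) after stopping the reaction at pH 10. Enzyme: ASM from human placenta; substrate HMU-PC0, 9 uM final; 60 min, 37 °C. Compound preincubation 10 min, ambient temperature.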
USP2a inh = inhibitors of human ubiquitin-specific protease USP2a. USP2 core, Ub-CHOP2 coupled fluorogenic reporter, 485/531. Potency, µM (top dose mostly 38.3 µM), for the others: at the top dose activity change, negative = inhibition, hits mostly inhibitors. 0.01% of 330,000 active. AID 463254;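 further: potency means the concentration at half of the fitted maximal effect; plate controls were DMSO wells for no effect and full inhibition by NEM control for full effect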
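Deubiquitinase activity read as fluorescence (485/531 nm) after Ub-CHOP2 cleavage activates the enterokinase reporter on its substrate; USP2 core 10nM, Ub-CHOP2 and substrate 25nM each, 30min compound preincubation then 60min RT; data normalized to NEM, curves fitted.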
PKM2 act = activators of human pyruvate kinase M2 | P14618 | purified PKM2, Kinase-Glo ATP luminescence, activation; response scale: 0% is enzyme alone, no compound | Potency, µM (doses to about 57.5 µM), for inactives: at the highest dose activation, actives largely listed as activators | 0.34% of 260,000 active; further: potency means the concentration at half of the fitted maximal effect; on the % scale 0 is the no-effect control and ±100 the full control effect; nearly all actives have a fitted effect of over 55% in size
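ATP formation by purified human PK-M2, quantified via coupled luciferase luminescence after 1 h at room temperature with 0.1 mM ADP and 0.5 mM PEP final.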
Eya2 phos inh = inhibitors of human Eya2 phosphatase activity. 0.006% of 330,000 active. Potency, µM (series often up to 76.9 µM), for the others: top-dose activity, negative = inhibition, most hits filed as inhibitors. O00167. AID 488837. recombinant Eya2, OMFP fluorescence dephosphorylation (OMFP is methylfluorescein phosphate); further: potency means the concentration at half of the fitted maximal effect; on the % scale 0 is the no-effect control and ±100 the full control effect
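Eya2 protein (added as 0.2 uM solution) was preincubated with compound for 10 min at ambient temperature in 50 mM HEPES pH 7.5, 50 mM NaCl, 5 uM MgCl2, 0.05% BSA, 1 mM DTT. OMFP (added at 50 uM) then reacted 10 min; fluorescence read at 485/525 nm.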
Mito fusion yeast = inhibitors of mitochondrial division or activators of mitochondrial fusion | S. cerevisiae fusion-defective mutant growth rescue, CellTiterGlo 48 h | Potency, µM (titrated, usually from 46.1 µM), without a hit: top-dose growth rescue (activation), actives largely listed as activators | 0.23% of 320,000 active;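 further: potency means the concentration at half of the fitted maximal effect; % of control where 0% means no effect; nearly all actives have a fitted effect of over 45% in size; temperature-sensitive fusion mutants such as fzo1-1 at 37 °C on non-fermentable ethanol glycerol medium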
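Yeast fusion mutant, YPEG (non-fermentable carbon), compound, 48 h at 37C non-permissive; CellTiterGlo added, 10 min RT, luminescence read. Rescued growth = division inhibition.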
GALK inhibitor = inhibitors of human galactokinase; P51570; Purified GALK, Kinase-Glo residual ATP luminescence; Potency, µM (series often up to 57.5 µM), inactives show top-dose activity change, negative = inhibition, hits mostly inhibitors; 0.007% of 270,000 active; AID 1868; further: potency means the concentration at half of the fitted maximal effect; on the % scale 0 is the no-effect control and ±100 the full control effect
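The enzyme phosphorylates galactose (100 uM) using ATP (35 uM); inhibition is detected as higher residual ATP, quantified by bioluminescence after 1 h reaction at room temperature, pH 8.0.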
TSHR antag = human thyrotropin receptor antagonism; TSHR-expressing cells, TSH-stimulated cAMP HTRF, 2 h; hits give low values; activity change, negative = inhibition, % at 11.5 µM; 0.2% of 330,000 active;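 active means activity change below a set negative limit, meaning inhibition stronger than a set level, cut at about -70% in these data; inconclusive means activity change between two set negative limits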; further: on the % scale 0 is the no-effect control and ±100 the full control effect
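Antagonism was scored as loss of TSH-driven cAMP in TSHR cells, stimulated with 4nM TSH (EC80) for 2 hours at 37 deg C and detected by homogeneous HTRF competition immunoassay.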
MBNL1-CUG inh = MBNL1-poly(CUG) RNA binding inhibition. TR-FRET MBNL1-His/biotin-(CUG)12 binding, 665/545 ratio. AID 2675. Potency, µM (titrated, usually from 57.5 µM), for the others: at the top dose activity change, negative = inhibition, usual class: inhibitors. 0.036% of 280,000 active. Q9NR56; active means well fitted inhibition curve with a large enough effect in the signal ratio, with a control signal flat, not every such curve was filed as active; inconclusive means small, poorly fitted or top-dose-only effect, or effect the other way, or a change in a side signal; inactive means no such curve, though single readings can be large or run the other way; the % refers to the signal ratio; further: potency means the concentration at half of the fitted maximal effect; on the % scale 0 is the no-effect control and ±100 the full control effect
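Compounds (final 92 nM to 58 uM) are added to His-tagged MBNL1 and biotin-(CUG)12, then terbium anti-His antibody and streptavidin-XL665 (5 nM final). After 60 min at room temperature, the 665/545 nm ratio is read.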
Menin MLL FP TR = menin-MLL binding inhibition, Texas Red mutant peptide; Potency, µM (doses to about 61.6 µM), without a hit: top-dose FP activity change, negative = inhibition, usual class: inhibitors; O00255; Menin + Texas Red MLL mutant peptide, fluorescence polarization; 0.23% of 270,000 active; AID 1768; active means well fitted inhibition curve with a large enough effect in the polarisation, with a control signal flat, not every such curve was filed as active; inconclusive means small, poorly fitted or top-dose-only effect, or effect the other way, or a change in a side signal; inactive means no such curve, though single readings can be large or run the other way; the % refers to the polarisation; further: potency means the concentration at half of the fitted maximal effect; % of control where 0% means no effect; many of its hits are not listed in these tables
Target sequence (O00255 whole entry, looked up): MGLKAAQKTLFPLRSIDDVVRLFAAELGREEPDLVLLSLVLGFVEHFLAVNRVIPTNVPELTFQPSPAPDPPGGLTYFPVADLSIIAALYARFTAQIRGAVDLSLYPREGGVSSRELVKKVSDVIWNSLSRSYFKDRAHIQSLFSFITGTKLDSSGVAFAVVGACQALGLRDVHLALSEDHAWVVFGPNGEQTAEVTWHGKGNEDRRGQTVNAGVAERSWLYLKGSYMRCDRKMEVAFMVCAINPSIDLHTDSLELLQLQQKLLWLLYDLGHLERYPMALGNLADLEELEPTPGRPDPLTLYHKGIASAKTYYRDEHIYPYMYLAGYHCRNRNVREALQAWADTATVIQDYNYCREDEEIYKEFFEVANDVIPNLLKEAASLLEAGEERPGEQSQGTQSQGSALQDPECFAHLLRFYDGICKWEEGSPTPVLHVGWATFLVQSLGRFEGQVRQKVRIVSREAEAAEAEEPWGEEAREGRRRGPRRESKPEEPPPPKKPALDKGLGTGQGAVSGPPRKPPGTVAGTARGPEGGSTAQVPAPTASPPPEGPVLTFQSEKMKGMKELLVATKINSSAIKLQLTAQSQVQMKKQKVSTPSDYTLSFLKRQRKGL
An asterisk follows results filed as active; u = inconclusive; x = no result given; [ ] = remark or other dose. Unless noted, the call rests on the fitted dose curve; in most records, active means well fitted curve in the direction sought with a large enough effect; inconclusive means small, poorly fitted or top-dose-only effect, or another doubt; inactive means no such curve, though single readings can be large; an effect the other way counts as inactive or inconclusive. Not all compounds are listed; the hit share may differ from the screen's.

1: COc1ccccc1C(=O)NCc1nnc(SC(C)C(=O)Nc2nccs2)n1C (configuration not stated)
2: COc1ccc(N(CC(=O)NCc2ccco2)C(=O)CCC(=O)Nc2nccs2)c(OC)c1
3: COc1cc2cc(C[C@H](C)O)oc(=O)c2cc1OC
4: Cc1cnc(C(=O)OCC(=O)NC23CC4CC(CC(C4)C2)C3)cn1
5: CCN(Cc1ccccc1)C(=O)CCS(=O)(=O)c1ccc2c(c1)oc(=O)n2C

Screen / compound no.,1,2,3,4,5
BCR signal inh,-3%,2%,u,4%,4%
TSHR antag,26,11,6,2,23
MBNL1-CUG inh,-30%,-3%,x,-1%,7%
Eya2 phos inh,-7%,-1%,-20%,13%,-3%
Menin MLL FP TR,-20%,2%,x,-10%,x
GALK inhibitor,-2%,2%,x,0%,-6%
PKM2 act,u,4%,x,9%,x
USP2a inh,1%,1%,0%,7%,2%
ASM inhibitor,-2%,4%,-1%,5%,4%
Mito fusion yeast,25%,-7%,1%,-1%,0%
hERG WT inh,-5,2,1,-9,-5

6: Cc1cc(N2C(=O)C(O)=C(C(=O)c3cc4ccccc4o3)C2c2cccc(Cl)c2)no1 (configuration not stated)
7: CCN(CCCNC(=O)CCCn1c(=O)[nH]c2ccccc2c1=O)c1cccc(C)c1
8: CC(=O)N1C(=O)C2(Nc3ccccc3N2)c2ccccc21
9: CCOc1ccc(NC(=O)N2CCC(NC(=O)C(Cc3ccccc3OC)NC(C)=O)CC2)cc1 (configuration not stated)
10: COc1ccc(-c2nc(CS(=O)(=O)CC(=O)NCc3cccc(F)c3)c(C)o2)cc1

Screen / compound no.,6,7,8,9,10
BCR signal inh,3%,-2%,x,-4%,-16%
TSHR antag,11,-3,x,-7,7
MBNL1-CUG inh,52%[activator],-8%,10%,-2%,0%
Eya2 phos inh,-3%,0%,x,-2%,1%
Menin MLL FP TR,x,-22%,8%,-22%,u
GALK inhibitor,-3%,3%,-2%,8%,x
PKM2 act,x,0%,-5%,-3%,0%
USP2a inh,0%,0%,x,0%,4%
ASM inhibitor,22%,-2%,310%[activator],-1%,-28%
Mito fusion yeast,1%,0%,1%,-2%,-3%
hERG WT inh,6,1,-11,-8,-10

11: Cc1cc(C)cc(Nc2ccc([N+](=O)[O-])nc2[N+](=O)[O-])c1
12: Cc1cc(C)cc(NC(=S)N=Nc2c(O)n(C)c3ccc(S(=O)(=O)N4CCOCC4)cc23)c1
13: CCOC(=O)C1=C(CC)Nc2ccccc2N=C1NC(=O)Cn1cnc2ccccc2c1=O
14: O=C(Nc1ccc(Br)c2ccccc12)c1ccc2ccccc2c1O
15: Cc1cc(-c2nn(-c3ccccc3F)cc2CNCCc2cnc[nH]2)c(C)s1

Screen / compound no.,11,12,13,14,15
BCR signal inh,3%,u,u,u,u
TSHR antag,-5,-8,-9,u,20
MBNL1-CUG inh,u,4%,-10%,93%[activator],-10%
Eya2 phos inh,13%,7%,3%,3%,-4%
Menin MLL FP TR,10%,u,-12%,u,-21%
GALK inhibitor,-3%,-1%,2%,-3%,2%
PKM2 act,-15%,-7%,0%,-9%,u
USP2a inh,2%,2%,-1%,0%,-3%
ASM inhibitor,0%,-13%,1%,58%[activator],2%
Mito fusion yeast,-3%,9%,-6%,-71%[inhibitor],2%
hERG WT inh,-7,1,4,6,17

16: CC(=O)OC(COc1ccc(F)cc1)Cn1cnc2ccccc21 (configuration not stated)
17: O=C(Nc1ncccc1O)c1ccc(Cl)c(S(=O)(=O)N2CCCCCC2)c1
18: c1cc2c3c(cccc3c1)NC1(CCCCCC1)N2
19: Cc1nc2c(c(=O)n1Cc1ccco1)c1nc3ccccc3nc1n2Cc1ccccc1

Screen / compound no.,16,17,18,19
BCR signal inh,-2%,-1%,7%,u
TSHR antag,4,-16,-7,-8
MBNL1-CUG inh,-6%,x,12%,11%
Eya2 phos inh,-3%,-9%,-23%,1%
Menin MLL FP TR,-3%,x,u,10%
GALK inhibitor,1%,x,0%,-3%
PKM2 act,0%,x,-26%,26%
USP2a inh,0%,1%,-24%,3%
ASM inhibitor,-1%,-2%,-1%,x
Mito fusion yeast,-3%,27%,-3%,11%
hERG WT inh,0,1,-8,x

Entries above with a halogen:
6: Cc1cc(N2C(=O)C(O)=C(C(=O)c3cc4ccccc4o3)C2c2cccc(Cl)c2)no1 (configuration not stated)
10: COc1ccc(-c2nc(CS(=O)(=O)CC(=O)NCc3cccc(F)c3)c(C)o2)cc1
14: O=C(Nc1ccc(Br)c2ccccc12)c1ccc2ccccc2c1O
15: Cc1cc(-c2nn(-c3ccccc3F)cc2CNCCc2cnc[nH]2)c(C)s1
16: CC(=O)OC(COc1ccc(F)cc1)Cn1cnc2ccccc21 (configuration not stated)
17: O=C(Nc1ncccc1O)c1ccc(Cl)c(S(=O)(=O)N2CCCCCC2)c1

Screen / compound no.,6,10,14,15,16,17
BCR signal inh,3%,-16%,u,u,-2%,-1%
TSHR antag,11,7,u,20,4,-16
MBNL1-CUG inh,52%[activator],0%,93%[activator],-10%,-6%,x
Eya2 phos inh,-3%,1%,3%,-4%,-3%,-9%
Menin MLL FP TR,x,u,u,-21%,-3%,x
GALK inhibitor,-3%,x,-3%,2%,1%,x
PKM2 act,x,0%,-9%,u,0%,x
USP2a inh,0%,4%,0%,-3%,0%,1%
ASM inhibitor,22%,-28%,58%[activator],2%,-1%,-2%
Mito fusion yeast,1%,-3%,-71%[inhibitor],2%,-3%,27%
hERG WT inh,6,-10,6,17,0,1
